# T cell modulator = modulators of CD8 T cell-vesicle binding, primary screen, mouse 2C CD8+ T cells, flow cytometry | 2C CD8+ T cell-vesicle binding; stronger effect = lower value | calls only at 7 µM | 330,000 tested, 0.068% active | AID 2052, 2009;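 active means response, share of CD8 T cells binding vesicles, and their 90th percentile fluorescence all below set limits, cut at about 80% in these data, passing the limit was not always enough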
#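 Read-out – percent CD8+ FL2 mean versus row control · System – murine 2C transgenic CD8+ T lymphocytes · Times – 1.5 h cell–vesicle binding at 37 °C, then 20 min icy labelling · Control set – naked vesicles low, QL9 vesicles with vehicle high · Detection – cytometric PE anti-B7-1 and Alexa647 anti-CD8 signals after 1% paraformaldehyde fixation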
# KOR beta-arrestin-1 = KOR agonists, beta-arrestin recruitment, primary screen, cell-based, luminescence, uHTS (AID 1777). one-dose activation, % at 10 µM; EC50 in µM for titrated hits. KOR beta-arrestin recruitment, luminescence; higher % means a stronger effect. Kappa-type opioid receptor (Homo sapiens). 280,000 tested, 0.02% active; in the data active means activation above about 50%, passing the limit was not always enough; further: a part of the inactive calls stands beside numbers as strong as those of hits
# KOR beta-arrestin-2 = KOR antagonists, beta-arrestin recruitment, cell-based, luminescence, uHTS (AID 1778); 290,000 tested, 0.091% active; KOR beta-arrestin recruitment, luminescence, antagonist mode; higher % means a stronger effect; one-dose inhibition, % at 10 µM; IC50 in µM for titrated hits; Kappa-type opioid receptor (Homo sapiens); in the data active means inhibition above about 50%; further: strong numbers were not always called active
# GPR35 antagonists = GPR35 antagonists blocking zaprinast-driven arrestin recruitment, primary screen, imaging, U2OS, beta-arrestin-GFP, zaprinast agonist (AID 2058); inhibition, % at 10 µM, or IC50 in µM where a hit was titrated; 290,000 tested, 0.052% active; G-protein coupled receptor 35 (Homo sapiens); U2OS GPR35 beta-arrestin-GFP translocation imaging, zaprinast antagonism; higher % means a stronger effect;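 active means inhibition of at least 50% with at least 30 cells and total cytoplasm GFP at most 10,000,000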
# West Nile virus CPE = West Nile virus antiviral activity, cell-based, CPE readout (AID 1621) | West Nile virus-infected cells, CPE inhibition; higher % means a stronger effect | one-dose CPE inhibition, % at 10 µM; IC50 in µM for titrated hits | 290,000 tested, 0.02% active; in the data active means a potency from the dose series; further: strong numbers were not always called active
# PhoP inhibition = inhibitors of PhoP regulon expression, primary screen, Salmonella Typhimurium, GFP reporter (AID 1863). S. Typhimurium PhoP-regulated promoter GFP reporter, 4 h; higher % means a stronger effect. 300,000 tested, 0.16% active. inhibition, % at 50 µM, or IC50 in µM where a hit was titrated;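 active means inhibition over 29.93%, a cutoff 3 SD above the screen mean, later confirmed by dose response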;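 further: 0% = low Mg2+ inducing control and 100% = high Mg2+ repressing control; strong numbers were not always called active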
# GPR55 antagonists = GPR55 antagonists blocking LPI-driven arrestin recruitment, primary screen, imaging, U2OS, beta-arrestin-GFP, LPI agonist (AID 2013). G-protein coupled receptor 55 (Homo sapiens). U2OS GPR55 beta-arrestin-GFP translocation imaging, LPI antagonism; higher % means a stronger effect. inhibition, % at 10 µM; hits with a dose series show IC50 in µM. 290,000 tested, 0.13% active;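 active means spots per cell inhibited over 60%, with over 100 cells counted and total cytoplasm intensity under 500,000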;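 further: U2OS cells stably carrying GPR55 and arrestin-GFP stimulated by 5 µM LPI near EC80; imaged beta-arrestin-GFP aggregate spots per cell after agonist stimulation; plate controls were LPI-stimulated DMSO wells for no effect and DMSO wells without LPI for full effect; some results filed as inactive read as strong as hits; confirmed hits need IC50 under 10 µM and bright autofluorescent wells are also inconclusive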
# NTR1 agonist = agonists of NTR1, primary screen, imaging, U2OS cells, beta-arrestin-GFP, high content (AID 493036); activation, % at 20 µM; 330,000 tested, 0.17% active; Neurotensin receptor type 1 (Homo sapiens), P30989; NTR1-U2OS beta-arrestin-GFP spot imaging, agonist mode;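 active means activation at or above 40% of the spot to cytoplasm intensity ratio, with at least 20 cells analyzed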;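 further: 0% = DMSO without peptide and 100% = 100 nM NTR1 peptide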
# Target sequence (P30989 whole entry, looked up): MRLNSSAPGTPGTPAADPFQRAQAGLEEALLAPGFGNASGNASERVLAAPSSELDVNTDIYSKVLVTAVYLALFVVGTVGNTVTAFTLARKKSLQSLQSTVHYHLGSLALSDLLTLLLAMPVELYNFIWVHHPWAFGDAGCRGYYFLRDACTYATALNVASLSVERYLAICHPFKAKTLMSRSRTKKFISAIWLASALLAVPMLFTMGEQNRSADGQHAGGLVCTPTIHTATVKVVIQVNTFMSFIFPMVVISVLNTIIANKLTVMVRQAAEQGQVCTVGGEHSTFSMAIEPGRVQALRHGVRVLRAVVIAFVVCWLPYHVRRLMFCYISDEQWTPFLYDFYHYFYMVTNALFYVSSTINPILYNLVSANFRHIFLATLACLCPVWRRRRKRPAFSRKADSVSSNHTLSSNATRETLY
# GPR55 beta-arrestin = GPR55 agonists via beta-arrestin recruitment, primary screen, imaging, U2OS cells, beta-arrestin-GFP redistribution (AID 1961); G-protein coupled receptor 55 (Homo sapiens); U2OS GPR55 beta-arrestin-GFP redistribution imaging; higher % means a stronger effect; activation, % at 10 µM, or EC50 in µM where a hit was titrated; 290,000 tested, 0.048% active;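 active means activation above 40% with more than 50 cells counted in the well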;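 further: U2OS osteosarcoma cells stably expressing GPR55 and beta-arrestin-GFP; plate controls were DMSO negative control for no effect and LPI positive control for full effect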
# T cell modulator vesicle-bound % = second read-out of T cell modulator, no call of its own (marks repeat the call); double positive events, %; measured here: CD8+ vesicle-bound cell fraction;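 binding gate set so that unloaded-vesicle control wells show 10% double positive cells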
# NTR1 agonist cell count 20 µM = also measured in NTR1 agonist; calls as there; cell count; measured here: cell count, cytotoxicity flag
# * = called active by the depositor; i = inactive; . = no result given; [ ] = another dose, or the depositor's remark.
SMILES,T cell modulator,T cell modulator vesicle-bound %,KOR beta-arrestin-1,KOR beta-arrestin-2,GPR35 antagonists,West Nile virus CPE,PhoP inhibition,GPR55 antagonists,NTR1 agonist,NTR1 agonist cell count 20 µM,GPR55 beta-arrestin
COC(=O)Cc1ccc(NC(=S)NC2CC2)cc1,i,24,-0.1%,-9%,2%,0.2%,-7%,-13%,1.3,33,-0.3%
COc1cc(-c2cc(C(=O)Nc3c(Cl)cc(Cl)cc3Cl)c3ccccc3n2)cc(OC)c1OC,i,47,0.1%,-22%,0%,-0.6%,-6%,10%,1.0,55,-0.1%
O=C(O)CCC(=O)NCc1ccc2[nH]c3c(c2c1)CCCC3,i,42,0.7%,-1%,-10%,-0.1%,1%,1%,-0.2,96,-0.1%
CC(=O)C1=C(C)NC2=C(C(=O)CC(C)(C)C2)C1C (stereo unspecified),i,11,-0.8%,-35%,-18%,-0.3%,-1%,-10%,-0.4,34,-0.4%
CC(=O)c1cnc2c(C(=O)O)cnn2c1C,i,63,4.2%,-36%,-9%,-0.2%,-7%,1%,-1.3,44,-0.1%
CN(CCC1CCOCC1)C(=O)C1CCC(=O)N(CCc2ccccc2)C1 (stereo unspecified),i,44,5.4%,-1%,9%,-0.2%,-6%,12%,1.2,78,-0.1%
CC1CCN(C(=O)C2CCCCN2S(=O)(=O)c2cccc([N+](=O)[O-])c2)CC1 (stereo unspecified),i,26,-1.9%,0%[20 µM],-5%,-0.7%,0%,4%,-0.9,34,-0.1%
O=C(CN1C(=O)NC2(CCCCC2)C1=O)NCc1cccs1,i,54,0.1%,3%,0%,-0.2%,5%,17%,2.1,42,0.4%
S=C1CSc2ccccc2N1,i,36,-0.6%,-39%,-11%,-0.1%,-3%,0%,-0.4,43,0.1%
O=S(=O)(NCCCSc1ccccc1)c1ccccc1F,i,34,-0.8%,14%,-16%,-0.2%,9%,-3%,0.2,43,-0.1%
Cc1ccc(Nc2cc(-n3nc(C)cc3C)ncn2)cc1,i,29,-4.5%,9%,-10%,0.1%,8%,12%,-0.6,86,0.2%
COC(CNC(=O)c1ccc2c(c1)ncn2C1CCCCCC1)OC,i,42,0.8%,10%,10%,1.1%,-7%,8%,0.2,80,0.3%
Cn1nc(CC(=O)Nc2ccc3c(c2)OCCO3)c2ccccc2c1=O,i,59,-4.4%,-12%,-7%,-0.5%,5%,-2%,-1.3,72,-0.1%
CCN1CCN(CC(O)COc2ccc(Cl)cc2)CC1 (stereo unspecified),i,32,-2.8%,-16%,12%,-0.1%,1%,5%,-0.4,48,-0.1%
O=C(OCCN1CCCCC1)c1ccccc1F,i,23,7.3%,-4%,13%,-0.4%,-1%,1%,-1.6,41,-0.1%
O=c1c2cc(NC(=S)NC3CCCC3)ccc2nc2n1CCCCC2,i,40,-2.4%,-3%,-7%,-0.7%,4%,2%,1.3,53,1.6%
Cc1ccc(O)c(-c2cc(C(=O)Nc3ccc(S(=O)(=O)Nc4nc(C)cc(C)n4)cc3)[nH]n2)c1,i,45,-2.6%,14%,2%,0.4%,4%,6%,3.9,39,0.9%
COc1cccc(-n2cnc3sc(C)c(C)c3c2=O)c1,i,51,1.8%,-32%,-2%,-1.9%,8%,-7%,-1.9,81,-0.3%
COc1ccc(-c2cc(C(=O)NCc3ccc(Cl)cc3)no2)cc1OC,i,18,-1.5%,-24%,-3%,0.8%,-4%,5%,-0.3,80,-0.5%
Cc1ccc(NC(=O)Cc2c(C(=O)O)n(C)c3ccccc23)cc1F,i,52,3.3%,-32%,-28%,0.9%,13%,12%,0.1,21,-0.1%
CCCOc1ccc(-c2cn3ccccc3n2)cc1[N+](=O)[O-],i,42,7.1%,-40%,-11%,-0.8%,-2%,10%,7.6,51,-0.2%
O=c1c2[nH]c3ccc(F)cc3c2ncn1CC1CCCO1 (stereo unspecified),i,54,3.6%,17%,19%,0.2%,-3%,-8%,-1.0,50,0.0%
CCc1cccc(NC(=O)Nc2ccc3c(c2)OCO3)c1,i,61,.,-12%,8%,-0.1%,-8%,-8%,0.6,72,-0.3%
CN(C)c1ccc(NS(=O)(=O)c2cc(Cl)ccc2Cl)cc1,i,51,0.1%,28%,-10%,-0.8%,-2%,11%,-1.3,42,0.5%
CCN1CCN(C2=C(NS(=O)(=O)c3ccc(NC(C)=O)cc3)C(=O)c3ccccc3C2=O)CC1,i,10,0.0%,2%,-12%,0.7%,2%,8%,-0.1,57,-0.2%
# Next compounds
SMILES,T cell modulator,T cell modulator vesicle-bound %,KOR beta-arrestin-1,KOR beta-arrestin-2,GPR35 antagonists,West Nile virus CPE,PhoP inhibition,GPR55 antagonists,NTR1 agonist,NTR1 agonist cell count 20 µM,GPR55 beta-arrestin
O=c1c2ccccc2ncn1-c1ccccc1C(F)(F)F,i,45,-6.9%,-7%[20 µM],-2%,-0.8%,.,-3%,1.0,66,-0.1%
COC(=O)C(C)Sc1nc2c(c(=O)n1-c1ccccc1)SCC2 (stereo unspecified),i,6,-2.0%,-17%,6%,-0.2%,-10%,-10%,-0.1,96,-0.2%
Cc1ccc(OCC(=O)NCCCNC(=O)c2cccnc2)cc1,i,33,0.9%,-20%,13%,1.1%,-2%,-8%,-0.4,60,0.2%
O=C(NC1CCCC1)c1ccccc1-c1nc2ccccc2[nH]1,i,60,-1.9%,5%,-7%,0.1%,-2%,-19%,-1.0,56,0.0%
CCOc1ccccc1-c1n[nH]c(=S)o1,i,39,-0.5%,22%,-1%,0.3%,-12%,5%,2.0,76,0.5%
CC1(C)CN=C(N2CCN(C3=NCC(C)(C)S3)CC2)S1,.,.,-0.1%,9%,-12%,.,.,4%,.,.,-0.2%
CCOc1ccc(C(NC(=O)/C=C/c2ccco2)c2ccc(OC)c(OC)c2)cc1 (stereo unspecified),i,4,-0.2%,14%,18%,-0.5%,-13%,5%,-1.3,62,0.4%
CC(=O)C(Cc1ccccc1)NC(=O)CN1CCN(Cc2ccccc2)CC1 (stereo unspecified),i,18,-2.4%,19%,28%,-0.5%,-4%,2%,-0.4,29,0.2%
CNC(=S)N/N=C/c1c2ccccc2c(Cl)c2ccccc12,i,33,-1.6%,-5%,-23%,0.1%,8%,-17%,-1.3,41,0.3%
CC(=O)Nc1ccc(S(=O)(=O)N2CCN=C2SCc2cccc(C)c2)cc1,i,27,8.1%,-19%,-4%,-0.5%,-1%,-13%,2.6,56,-0.1%
Nc1nc(Nc2ccc(Cl)cc2)nc(NCc2ccco2)c1[N+](=O)[O-],i,18,0.4%,-3%,11%,0.2%,-6%,1%,17,62,-0.1%
COC(=O)CS(=O)(=O)c1cc([N+](=O)[O-])ccc1NC(=O)OC,i,36,1.0%,-35%,-19%,0.1%,0%,3%,-0.3,35,-0.3%
O=c1[nH]c(C2CCCN(S(=O)(=O)c3ccccc3Cl)C2)nc2c1nnn2Cc1ccc2c(c1)OCCO2 (stereo unspecified),i,34,-2.9%,-5%,-15%,0.6%,8%,5%,5.8,58,0.2%
C=CCc1cccc2cc(C(=O)Nc3ccc(NC(C)=O)cc3)c(=O)oc12,i,36,.,-40%[20 µM],10%,-0.6%,5%,0%,0.2,61,0.2%
O=C1c2cccc3cccc(c23)C(=O)N1c1ccccn1,i,8,-4.3%,5%,-2%,0.1%,5%,4%,-0.6,48,-0.4%
Cc1cc(C)n(C(=O)c2ccc(C)c(S(=O)(=O)N3CCCCC3)c2)n1,i,35,-3.5%,-14%,-5%,-0.2%,14%,1%,2.9,56,-0.1%
CC1=C(C#N)C(Nc2ccc(Cl)cn2)(C(F)(F)F)C(=O)N1 (stereo unspecified),i,46,0.3%,1%,9%,0.1%,-6%,-8%,-1.1,71,-0.3%
CCOC(=O)CSc1snnc1-c1ccccc1,i,28,-0.8%,-13%,-8%,0.3%,22%,5%,0.5,37,0.0%
COc1cc(NC(=S)NCc2ccco2)cc(OC)c1,i,49,-0.7%,-15%,-4%,0.3%,4%,-9%,-0.8,91,-0.3%
Cc1ccc(S(=O)(=O)N[C@H](C(=O)Oc2ccc3c(C(F)(F)F)cc(=O)oc3c2)c2ccccc2)cc1,i,41,5.5%,-19%,18%,0.5%,9%,6%,2.2,64,0.2%
Cc1ccn2c(CNC(C)CCn3cccn3)c(C(=O)N3CCCCCC3)nc2c1 (stereo unspecified),i,18,-2.7%,12%,-8%,-0.6%,-3%,8%,0.3,62,1.3%
CCC(C)Oc1nc(C)cc(C)c1S(=O)(=O)c1ccccc1C (stereo unspecified),i,30,-1.6%,17%,0%,0.4%,5%,3%,2.4,55,0.0%
c1ccc(CSc2nnc3ccc(-c4ccncc4)nn23)nc1,i,45,-1.9%,-2%,-1%,0.6%,-5%,2%,1.6,53,1.2%

# Single records (already shown). Screens in order: T cell modulator	T cell modulator vesicle-bound %	KOR beta-arrestin-1	KOR beta-arrestin-2	GPR35 antagonists	West Nile virus CPE	PhoP inhibition	GPR55 antagonists	NTR1 agonist	NTR1 agonist cell count 20 µM	GPR55 beta-arrestin
# Record of COC(CNC(=O)c1ccc2c(c1)ncn2C1CCCCCC1)OC → i	42	0.8%	10%	10%	1.1%	-7%	8%	0.2	80	0.3%
# Record of CCOC(=O)CSc1snnc1-c1ccccc1 → i	28	-0.8%	-13%	-8%	0.3%	22%	5%	0.5	37	0.0%

# 3 compounds out of the list, arranged by SMILES length, smallest number first.
SMILES,T cell modulator,T cell modulator vesicle-bound %,KOR beta-arrestin-1,KOR beta-arrestin-2,GPR35 antagonists,West Nile virus CPE,PhoP inhibition,GPR55 antagonists,NTR1 agonist,NTR1 agonist cell count 20 µM,GPR55 beta-arrestin
c1ccc(CSc2nnc3ccc(-c4ccncc4)nn23)nc1,i,45,-1.9%,-2%,-1%,0.6%,-5%,2%,1.6,53,1.2%
CCC(C)Oc1nc(C)cc(C)c1S(=O)(=O)c1ccccc1C (stereo unspecified),i,30,-1.6%,17%,0%,0.4%,5%,3%,2.4,55,0.0%
Cc1ccn2c(CNC(C)CCn3cccn3)c(C(=O)N3CCCCCC3)nc2c1 (stereo unspecified),i,18,-2.7%,12%,-8%,-0.6%,-3%,8%,0.3,62,1.3%
